# MMP13 fTHP cleavage – MMP13 inhibitors among fluorescent compounds, confirmation, biochemical, possible fluorescent artifacts, delta fluorescence (AID 734); MMP13 fTHP FRET cleavage, delta fluorescence 4 h; stronger effect = higher value; Collagenase 3 (Homo sapiens); inhibition, %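 (each compound tested at 4 µM nominal in triplicate)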; 5,100 tested, under 10 active;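 active = inhibition above the mean inhibition over all tested compounds plus 3 SD, cut at about 75% in these data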;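 also: 0% = DMSO only wells and 100% = 8 µM reference MMP13 inhibitor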
# Active calls of the source: *. An excerpt (hit frequency here may not be typical).
# Start of the listing, in advance (5 entries):
SMILES,MMP13 fTHP cleavage
COC(=O)C1=CN(C)C=C(C(=O)OC)C1c1ccc(Cl)cc1Cl,-4
c1ccc(OCCn2c(-c3ccco3)nc3ccccc32)cc1,9
N#Cc1nc(-c2cccc3ccccc23)oc1N1CCCCC1,46
O=c1[nH]c(Nc2ccccc2)cc2ccccc12,-9
COc1ccc2cc(C#N)c(SCC(=O)N3CCCC3)nc2c1,6

# Results, from the first entry:
SMILES,MMP13 fTHP cleavage
COC(=O)C1=CN(C)C=C(C(=O)OC)C1c1ccc(Cl)cc1Cl,-4
c1ccc(OCCn2c(-c3ccco3)nc3ccccc32)cc1,9
N#Cc1nc(-c2cccc3ccccc23)oc1N1CCCCC1,46
O=c1[nH]c(Nc2ccccc2)cc2ccccc12,-9
COc1ccc2cc(C#N)c(SCC(=O)N3CCCC3)nc2c1,6
Cc1cc(C)n(-c2nc(NCC3CCCO3)c3c4c(sc3n2)COC(C)(C)C4)n1 (configuration not stated),-8
COc1ccc(-c2ccc(-c3noc(-c4ccccc4)n3)c(OC)n2)cc1,5
N#Cc1cc2c(nc1SCC(=O)Nc1nccs1)CCCCC2,-11
COCCn1c(-c2ccco2)nc2nc3ccccc3nc21,-16
Cc1cccc2[nH]c3c(=O)n(CCN4CCNCC4)cnc3c12,4
N#Cc1nc(-c2cccc3ccccc23)oc1NCCN1CCOCC1,-15
COc1ccc2c(c1)c1nc(SCC(C)C)n(CCO)c(=O)c1n2C,-31
CCc1nnc(NCC(=O)N2CCc3ccccc32)s1,3
COc1cc2cc(CN(CCN3CCCC3)C(=O)Nc3ccccc3Cl)c(=O)[nH]c2cc1OC,0
CCCCN(C)C(=O)CCCCn1c(=O)[nH]c2cc(OCC)c(OCC)cc2c1=O,-1
Cc1nc(NCc2ccco2)c(C#N)c2c1COC(C)(C)C2,0
O=C(NCCCO)c1ccc2[nH]c3ccccc3c2c1,5
COc1ccccc1-c1cc(C(F)(F)F)nc(S(=O)(=O)CCCC(=O)N2CCCCC2C)n1 (configuration not stated),5

# Four entries drawn at random from those above:
SMILES,MMP13 fTHP cleavage
Cc1cc(C)n(-c2nc(NCC3CCCO3)c3c4c(sc3n2)COC(C)(C)C4)n1 (configuration not stated),-8
COc1ccc2c(c1)c1nc(SCC(C)C)n(CCO)c(=O)c1n2C,-31
COc1ccc(-c2ccc(-c3noc(-c4ccccc4)n3)c(OC)n2)cc1,5
COc1cc2cc(CN(CCN3CCCC3)C(=O)Nc3ccccc3Cl)c(=O)[nH]c2cc1OC,0

# Screening results (PubChem)
